# GIRK2 activator – Activates human GIRK2-containing potassium channels; P48051; HEK293 GIRK2/NPY4 cells, thallium flux fluorescence; activation (% efficacy), % for hits at 37.5 µM; 34,000 tested, under 10 active; AID 1259324;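 active = primary screen hit, no activity in plain HEK293 cells, and in GIRK2-only cells above 5% efficacy rising with concentration; inactive = the rest, including fluorescent compounds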;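 also: efficacy is normalized control-subtracted fluorescence 15 s after thallium addition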
# Target sequence (P48051 whole entry, looked up): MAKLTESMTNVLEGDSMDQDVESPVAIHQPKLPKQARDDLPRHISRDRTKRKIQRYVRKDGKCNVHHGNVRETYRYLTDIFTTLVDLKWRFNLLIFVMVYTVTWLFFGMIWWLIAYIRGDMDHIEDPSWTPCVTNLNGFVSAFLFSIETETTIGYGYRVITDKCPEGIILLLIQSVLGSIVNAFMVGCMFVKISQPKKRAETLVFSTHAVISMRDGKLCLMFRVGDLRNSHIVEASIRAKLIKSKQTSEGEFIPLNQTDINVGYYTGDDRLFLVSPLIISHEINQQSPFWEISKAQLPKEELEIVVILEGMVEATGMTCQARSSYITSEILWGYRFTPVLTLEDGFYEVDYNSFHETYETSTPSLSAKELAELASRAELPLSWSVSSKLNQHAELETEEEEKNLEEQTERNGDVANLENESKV
# Calls only; i = inactive. An excerpt; the hit share may differ from the screen's.
# The opening 6 entries, ahead of the listing:
No.	canonical_smiles	GIRK2 activator
1	O=C(NCCC1=CCCCC1)C(=O)NCC1CCN(C(=O)c2ccccc2F)CC1	i
2	CC1CN(C)CCN1CC1CCN(C(=O)C2CCCCC2)CC1 (stereo not drawn)	i
3	CCc1nc2sc(C(c3ccco3)N3CCC4(CC3)OCCO4)c(O)n2n1 (stereo not drawn)	i
4	O=C(CS(=O)(=O)c1ccccc1)Nc1ccc2scnc2c1	i
5	Cc1cccc(S(=O)(=O)NCc2ccsc2)c1	i
6	Cc1ccc(N2CC(C(=O)NCC3CCN(S(=O)(=O)C4CC4)CC3)CC2=O)cc1C (stereo not drawn)	i

# Main list, from the start:
No.	canonical_smiles	GIRK2 activator
1	O=C(NCCC1=CCCCC1)C(=O)NCC1CCN(C(=O)c2ccccc2F)CC1	i
2	CC1CN(C)CCN1CC1CCN(C(=O)C2CCCCC2)CC1 (stereo not drawn)	i
3	CCc1nc2sc(C(c3ccco3)N3CCC4(CC3)OCCO4)c(O)n2n1 (stereo not drawn)	i
4	O=C(CS(=O)(=O)c1ccccc1)Nc1ccc2scnc2c1	i
5	Cc1cccc(S(=O)(=O)NCc2ccsc2)c1	i
6	Cc1ccc(N2CC(C(=O)NCC3CCN(S(=O)(=O)C4CC4)CC3)CC2=O)cc1C (stereo not drawn)	i
7	O=C(NCc1ccccc1)C(=O)NCC(c1cccs1)N1CCOCC1 (stereo not drawn)	i
8	NC(=O)CSc1nc(-c2ccccc2)c(NC(=O)c2c(F)cccc2F)s1	i
9	Cc1nccn1-c1ccc(N2CCCC(C(=O)NCc3ccc4c(c3)OCO4)C2)nn1 (stereo not drawn)	i
10	O=C(NCc1ccsc1)C(=O)NC1CCCCCC1	i
11	O=C1NC2(CCN(S(=O)(=O)c3ccccc3Cl)CC2)C(=O)N1CCc1ccccc1	i
12	COc1cc(NC(=O)Cn2nc(C(=O)Nc3ccc(C)cc3)ccc2=O)cc(OC)c1	i
13	O=C(c1ccc([N+](=O)[O-])cc1)N1CCN(c2ccc(NCC3CCCO3)nn2)CC1 (stereo not drawn)	i
14	O=C(CCn1ccc(=O)[nH]c1=O)N1CCC(c2nnc(-c3ccco3)s2)CC1	i
15	CCOc1ccc(OCC(=O)Nc2cc(C)nn2-c2nc3c(cnn3-c3ccccc3)c(=O)[nH]2)cc1	i
16	Cn1c(=O)c2c(SCC(=O)NCC3CCCO3)ccnc2n(C)c1=O (stereo not drawn)	i
17	O=C(c1nc(-c2cnccn2)no1)N1CCN(C2CCCCC2)CC1	i
18	CCOc1ccc(C(=O)N2CCC3(CC2)NC(=O)N(CCc2ccccc2)C3=O)cc1	i
19	CN(C)C(=O)Cc1ccc(NC(=O)CCSc2ccccc2)cc1	i
20	COc1ccc(NC(=O)CSc2nc3ccccc3nc2N2CCOCC2)cc1	i
21	Cc1cc(NC(=O)CSc2nc(=O)n(CC3CCCO3)c3c2CCCC3)on1 (stereo not drawn)	i
22	CC1CCN(CC(O)COc2ccc(C(C)(C)C)cc2)CC1 (stereo not drawn)	i
23	CCOC(=O)N1CCN(C(=O)CSc2ccc(C)cc2)CC1	i
24	COCCNC(=O)Cc1ccc(NS(=O)(=O)c2ccc(OC)c(C)c2)cc1	i
25	CSc1cccc(NC(=O)Cc2csc(NC(=O)C3CCC(=O)N3)n2)c1 (stereo not drawn)	i
26	CCOC(=O)CCC(=O)N1CCC(Cn2cccn2)CC1	i
27	CC(C)S(=O)(=O)c1ccc(N2CCN(c3cccc(Cl)c3)CC2)nn1	i
28	Cn1c(=O)[nH]c(=O)c2c1nc(Nc1ccc(Cl)cc1Cl)n2CC(=O)O	i
29	O=C(c1ccc(Cl)cc1)N(CCN1CCOCC1)c1nc2c(F)cc(F)cc2s1	i
30	COc1ccc(C(=O)N2CCN(c3ccc(Nc4ccccn4)nn3)CC2)cc1	i
31	Cc1ccccc1OCC(=O)N1CCC(c2ccsc2)CC1	i
32	NC(=O)c1cccc(NC(=O)c2ccsc2)c1	i
33	O=C(NCC1(O)CCCC1)Nc1cccc(C(F)(F)F)c1	i
34	O=C(Cc1ccc(NC(=O)c2ccccc2F)cc1)NCc1cccs1	i
35	COC(=O)Nc1ccc(OC)c(N2CCCCC2=O)c1	i
36	O=C(Cc1csc(Nc2cccc(C(F)(F)F)c2)n1)N1CCN(c2ccccn2)CC1	i
37	Cc1cc(C)c(NC(=O)CSc2n[nH]c(=O)c3cc(-c4ccc(F)cc4)nn23)c(C)c1	i
38	Cc1nnc2ccc(N3CCN(S(=O)(=O)c4ccc(-c5ccccc5)cc4)CC3)nn12	i
39	COc1ccc(OC)c(C(=O)N2CCNC(=O)C2C)c1 (stereo not drawn)	i
40	O=C(NCCS(=O)(=O)N1CCN(c2ccc(F)cc2)CC1)Nc1cccs1	i
41	CCCCOc1ccc(CN2C(=O)C(=O)c3cc(C)cc(C)c32)cc1	i
42	COc1cc(S(=O)(=O)N2CCN(C(=O)c3ccco3)CC2)c(OC)cc1Cl	i
43	CCOC(CNC(=O)C(=O)Nc1ccc2c(c1)N(S(C)(=O)=O)CCC2)OCC	i
44	Cc1cc(NC(=O)c2cccc(N3C(=O)CCC3=O)c2)on1	i
45	COc1ccc(C)cc1S(=O)(=O)N1CCN(c2ccc(-c3ccco3)nn2)CC1	i
46	CCCCc1ccc(NC(=O)Cn2nc(-c3ccco3)c3sc(N4CCCCC4)nc3c2=O)cc1	i
47	CCc1nnc2ccc(OCCNC(=O)COc3ccc(OC)cc3)nn12	i
48	CC(CCc1ccccc1)NC(=O)Cc1csc(Nc2ccc(S(C)(=O)=O)cc2)n1 (stereo not drawn)	i
49	CCOc1ccc(S(=O)(=O)Nc2ccc(C)c(N3CCCCC3=O)c2)cc1	i
50	CC(=O)c1cccc(Nc2cc(C)nc(-n3cc([N+](=O)[O-])cn3)n2)c1	i

# Two records picked at random from those above:
No.	canonical_smiles	GIRK2 activator
45	COc1ccc(C)cc1S(=O)(=O)N1CCN(c2ccc(-c3ccco3)nn2)CC1	i
37	Cc1cc(C)c(NC(=O)CSc2n[nH]c(=O)c3cc(-c4ccc(F)cc4)nn23)c(C)c1	i

# Next section
No.	canonical_smiles	GIRK2 activator
51	Cc1nnsc1C(=O)Nc1ccc2c(c1)CC(=O)N2C	i
52	COc1ccc(-n2ccnc(SCC(=O)Nc3cc(C)cc(C)c3)c2=O)cc1	i
53	COc1cccc(Nc2nnc(CC(=O)NCc3ccccc3F)s2)c1	i
54	O=C(Nc1ccc(C(F)(F)F)cc1)c1ccc(=O)n(Cc2c(F)cccc2Cl)c1	i
55	CS(=O)(=O)N1CCC(C(=O)Nc2ccc3cn[nH]c3c2)CC1	i
56	Cc1cc(NC(=O)COc2ccccc2C)n(-c2nc3c(cnn3-c3ccc(Cl)cc3)c(=O)[nH]2)n1	i
57	Cn1nc(-c2ccc(NC(=O)C3c4ccccc4Oc4ccccc43)cc2)ccc1=O	i
58	O=C(NCCOc1ccc(-c2cccs2)nn1)NC1CCCCC1	i
59	CCC(=O)N1CCCc2ccc(NC(=O)Nc3ccc(OC)c(OC)c3)cc21	i
60	COc1ccc(C)cc1-n1c(-c2ccccc2)cn2c3c(=O)n(CC(C)=O)c(=O)n(C)c3nc12	i
61	Cc1ccc(NCCNC(=O)CCCc2ccccc2)nn1	i
62	O=C1OC2CC1N(C(=O)C1(c3cccs3)CCCC1)C2 (stereo not drawn)	i
63	Cc1cc(C)c(S(=O)(=O)N2CCN(C(=O)CC(C)n3nc(C)nc3C)CC2)c(C)c1 (stereo not drawn)	i
64	COc1ccc(-c2ccc(=O)n(CCCNC(=O)Nc3ccccc3OC)n2)cc1	i
65	NC(=O)CSc1nc(-c2ccccc2)c(NC(=O)c2ccc(F)cc2F)s1	i
66	O=C(Nc1ccc2c(c1)CN(C(=O)C1CC1)CC2)c1ccsc1	i
67	CN1CCN(C(=O)C(=O)Nc2c3c(nn2-c2cccc(Cl)c2)CSC3)CC1	i
68	O=C(NCC(=O)N1CCOC(c2ccccc2)C1)c1cc(Cl)ccc1Cl (stereo not drawn)	i
69	CCNc1cc(NCCNS(=O)(=O)c2ccc(NC(C)=O)cc2)nc(C)n1	i
70	COc1ccc2nc(-c3cccc(NS(=O)(=O)c4ccc(C)s4)c3)cn2n1	i
71	COc1cccc(-c2ccc(=O)n(CCCC(=O)Nc3ccc(NC(C)=O)cc3)n2)c1	i
72	O=C(NCc1ccccc1F)c1cc(N2C(=O)CCS2(=O)=O)ccc1Cl	i
73	Cc1ccc(-c2nsc(C(=O)NCc3ccccn3)c2N)cc1	i
74	Cc1cc(C(=O)Nc2cccc(-c3nc4ccccc4[nH]3)c2)on1	i
75	Cc1nnsc1C(=O)N1CCC(CNC(=O)NCc2ccc(F)cc2)CC1	i
76	COc1ccccc1Cc1noc(C2CN(C(=O)c3nc4ccccc4s3)C2)n1	i
77	c1ccc(CNc2nc(N3CCOCC3)nc(N3CCOCC3)n2)cc1	i
78	COc1ccc(C)cc1NC(=O)Nc1ccc(Nc2cc(-n3ccnc3)nc(C)n2)cc1	i
79	O=C(NCC1CCN(S(=O)(=O)C2CC2)CC1)Oc1ccccc1	i
80	CC(C)C(=O)Nc1ccc(C(=O)NCCNC(=O)c2ccco2)cc1	i
81	O=C(Cn1c(=O)oc2ccccc21)NCCn1nc(-c2cccnc2)ccc1=O	i
82	Cn1ccnc1N1CCN(C(=O)CC23CC4CC(CC(C4)C2)C3)CC1	i
83	O=C(Cc1ccc(NC(=O)CCSc2ccccc2)cc1)NCC(F)(F)F	i
84	O=C(NCC(O)(c1cccs1)C1CC1)C1c2ccccc2Oc2ccccc21 (stereo not drawn)	i
85	Cc1ccc(NC(=O)c2ccc(S(=O)(=O)c3ccc(Cl)cc3)nc2)cc1F	i
86	Cc1ccc(S(=O)(=O)NCC2CCN(C)CC2)s1	i
87	COc1ccc(OC)c(-c2ccc(=O)n(CC(=O)NC3CCCCC3)n2)c1	i
88	CCOc1ccccc1N1CC(C(=O)Nc2ccccc2Cl)CC1=O (stereo not drawn)	i
89	COc1ccc(NC(=O)c2ccccc2NS(=O)(=O)c2ccccc2)c([N+](=O)[O-])c1	i
90	CS(=O)(=O)N1CCCc2cc(NC(=O)C34CC5CC(CC(C5)C3)C4)ccc21	i
91	O=S(=O)(NCC1(O)CCOc2ccccc21)c1cc(Cl)ccc1Cl (stereo not drawn)	i
92	O=C(Nc1ccc(F)cc1)N1CCN(Cc2nc(-c3ccco3)cs2)CC1	i
93	CCOc1ccccc1NC(=O)CSc1nnnn1-c1ccccc1C(F)(F)F	i
94	CCOc1nn(CC)cc1-c1nnc(SCC(=O)Nc2ccc3c(c2)OCO3)n1CCOC	i
95	O=C(C1c2ccccc2Oc2ccccc21)N1CCC(Cn2cccn2)CC1	i
96	Cc1ccc(CC(=O)Nc2sccc2-c2nc3ccccc3s2)cc1	i
97	Cc1nnsc1C(=O)NCCn1nc(-n2cccn2)ccc1=O	i
98	COc1cccc(CCNC(=O)C(=O)Nc2c(C(N)=O)oc3ccccc23)c1	i
99	CCCC(=O)N1CCC2(CC1)NC(=O)N(CCOc1ccccc1)C2=O	i
100	CCSc1ccccc1C(=O)Nc1cc(C)ns1	i

# (listing goes on)
No.	canonical_smiles	GIRK2 activator
101	O=C(NCCCN1CCOC(c2ccccc2)C1)c1cccc(C(F)(F)F)c1 (stereo not drawn)	i
102	CC(=O)Nc1ccc(SCC(=O)N2CCN(c3ccccc3)CC2)nn1	i
103	CSc1ccccc1NC(=O)c1ccc(=O)n(Cc2ccccc2F)c1	i
104	CCOc1cc(S(=O)(=O)N2CCN(CCO)CC2)ccc1Cl	i
105	O=S(=O)(c1ccc(F)c(Cl)c1)N(CCc1ccccc1)Cc1ccccn1	i
106	O=C(NCC(c1ccc(F)cc1)N1CCOCC1)C(=O)Nc1cccc([N+](=O)[O-])c1 (stereo not drawn)	i
107	CCCn1cnc(-c2ccccc2)cc1=O	i
108	Cc1cc(C)n(S(=O)(=O)c2cccc(S(C)(=O)=O)c2)n1	i
109	Cc1ccc(C(=O)Nc2ccc(S(N)(=O)=O)cc2)cc1Br	i
110	Cc1cc(N(C)C)nc(NCCNC(=O)Cc2ccc(Cl)cc2)n1	i
111	COC(=O)c1ccc(NC(=O)C(=O)NCC2(c3cccs3)CCCC2)cc1	i
112	O=C(NCC1CCN(c2ccccn2)CC1)C(=O)Nc1ccc2c(c1)OCO2	i
113	CC(C)c1cc(=O)n(CC(=O)N2CCN(Cc3ccccc3)CC2)cn1	i
114	COc1ccc(CCNC(=O)Cn2cnc(-c3ccccc3)cc2=O)cc1	i
115	Cn1nc(NC(=O)Cc2noc3ccccc23)c2c1NC(=O)CC2c1cccs1 (stereo not drawn)	i
116	O=C(CSc1nc(=O)n(CC2CCCO2)c2c1CCCC2)NCc1ccc(F)cc1 (stereo not drawn)	i
117	CS(=O)(=O)N1CCC(CNC(=O)c2cc(-c3ccco3)on2)CC1	i
118	O=S(=O)(Cc1cccc(Cl)c1)NCC1(c2cccs2)CCCC1	i
119	CCC(C(=O)Nc1cc(-c2cn3nc(OC)ccc3n2)ccc1OC)c1ccccc1 (stereo not drawn)	i
120	COc1ccccc1Cc1noc(C2CN(CC(=O)Nc3ccc(F)c(Cl)c3)C2)n1	i
121	Cc1cc(C)c(C(=O)NCC2CCN(S(C)(=O)=O)CC2)c(C)c1	i
122	Cc1ccc(S(=O)(=O)N2CCN(c3ccc(-c4cccs4)nn3)CC2)cc1	i
123	COc1ccc(OCC(=O)Nc2cccc(N3CCCCC3=O)c2)cc1	i
124	Cc1c(C)n2c3c(=O)n(CCN4CCCCC4)c(=O)n(C)c3nc2n1C1CCCC1	i
125	O=C(c1cc(-c2ccco2)on1)N1CCN(Cc2nc(-c3ccccc3)cs2)CC1	i
126	O=C(NCC1(O)CCc2ccccc21)c1c(F)cccc1Cl (stereo not drawn)	i
127	O=C(CCCSc1ccc(NC(=O)C2CC2)nn1)NCc1ccccc1	i
128	CC(=O)c1ccc(NC(=O)Cn2nc(-c3cc(C)c(C)cc3C)ccc2=O)cc1	i
129	CCN1CCN(c2nc(C)c([N+](=O)[O-])c(NC3CCCCC3)n2)CC1	i
130	COc1ccc2nc(-c3ccc(F)c(NC(=O)Nc4cc(Cl)ccc4OC)c3)cn2n1	i
131	O=C(NCc1ccccc1Cl)C(=O)NCC1CCN(C(=O)COc2ccccc2)CC1	i

# High-throughput results: PubChem BioAssay, Vanderbilt University
